LRH-1 inv ag: suppresses constitutive activity of human LRH-1. O00482. HEK293T StAR-luciferase reporter, LRH-1 transfected, 24 h. inhibition, % at 3.6 µM. hit rate 0.13% among 360,000. AID 602396;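 active = inhibition above the mean inhibition of all tested compounds plus 3 SD, cut at about 73% in these data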;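 also: 0% = DMSO wells and 100% = reporter-only cells lacking LRH-1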
Target sequence (O00482 whole entry, looked up): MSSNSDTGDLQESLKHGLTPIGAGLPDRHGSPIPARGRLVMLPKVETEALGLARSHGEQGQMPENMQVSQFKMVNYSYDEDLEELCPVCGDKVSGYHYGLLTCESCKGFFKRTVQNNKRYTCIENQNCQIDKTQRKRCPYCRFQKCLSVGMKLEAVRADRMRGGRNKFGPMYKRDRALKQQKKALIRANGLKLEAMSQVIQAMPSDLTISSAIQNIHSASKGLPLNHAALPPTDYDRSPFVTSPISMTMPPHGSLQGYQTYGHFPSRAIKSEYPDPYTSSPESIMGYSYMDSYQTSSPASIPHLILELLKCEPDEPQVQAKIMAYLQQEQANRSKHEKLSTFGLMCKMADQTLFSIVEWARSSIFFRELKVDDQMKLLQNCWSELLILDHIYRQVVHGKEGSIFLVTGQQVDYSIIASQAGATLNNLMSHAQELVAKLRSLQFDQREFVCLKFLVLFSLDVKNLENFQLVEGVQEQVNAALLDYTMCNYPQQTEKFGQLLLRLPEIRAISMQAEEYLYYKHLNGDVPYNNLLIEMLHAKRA
ABHD5-PLIN5 inh: inhibitors of human ABHD5-perilipin-5 interaction; Q00G26+Q8WTS1; Split G. princeps luciferase complementation, luminescence, 4 h; inhibition, % at 4 µM; hit rate 0.78% among 360,000; AID 602281;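 active = inhibition above the mean inhibition across every tested compound plus 3 SD, cut at about 22% in these data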;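 also: 0% = DMSO only wells and the 100% control is not disclosed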
SRC1 inh: inhibitors of human steroid receptor coactivator 1 (SRC1). HEK293 GAL4-SRC1 luciferase reporter, luminescence. inhibition, % at 3.6 µM. Q15788. AID 588354. hit rate 0.12% among 360,000;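 active = inhibition above the campaign mean plus 3 SD, with each screening campaign given its own cutoff, cut at about 60% in these data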;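 also: 0% = DMSO treated cells and 100% = gossypol at 36 µM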
NOD2-RIPK2 inh: blocks binding of human NOD2 to RIPK2 | CHO BLA complementation NOD2-RIPK2, CCF4 ratio | O43353 | hit rate 0.38% among 360,000 | AID 624267 | inhibition, % at 4.98 µM; in the data active = inhibition above about 21%;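 also: 0% = vehicle only and 100% = reference blocker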
Target sequence (O43353 whole entry, looked up): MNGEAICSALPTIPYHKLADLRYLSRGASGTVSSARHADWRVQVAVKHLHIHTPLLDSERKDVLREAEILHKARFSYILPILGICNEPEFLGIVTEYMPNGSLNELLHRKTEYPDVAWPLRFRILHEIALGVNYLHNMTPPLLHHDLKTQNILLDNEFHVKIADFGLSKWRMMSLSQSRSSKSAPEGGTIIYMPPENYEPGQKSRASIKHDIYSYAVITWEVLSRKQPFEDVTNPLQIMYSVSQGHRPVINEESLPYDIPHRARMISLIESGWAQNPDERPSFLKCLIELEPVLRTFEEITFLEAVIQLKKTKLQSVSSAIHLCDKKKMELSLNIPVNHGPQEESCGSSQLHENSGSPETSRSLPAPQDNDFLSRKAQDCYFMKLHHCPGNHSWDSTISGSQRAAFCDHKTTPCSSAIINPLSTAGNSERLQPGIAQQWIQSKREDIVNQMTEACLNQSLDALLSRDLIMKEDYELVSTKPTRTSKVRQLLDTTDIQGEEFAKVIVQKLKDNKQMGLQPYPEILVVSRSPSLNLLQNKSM
LMP1 NFkB inh: reduces LMP1-driven NF-kappaB luciferase signal; LMP1-induced NF-kappaB luciferase reporter cells, luminescence; inhibition, % at 12.5 µM; hit rate 0.69% among 350,000; in the data active = inhibition above about 41%;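 also: 0% = neutral control wells and 100% = reference inhibitor control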
SRC2 inh: human SRC2 (NCOA2) inhibition; Q15596; HEK293 GAL4-SRC2 luciferase reporter, luminescence; inhibition, % at 9 µM; hit rate 0.17% among 370,000;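 active = inhibition above the mean inhibition of all tested compounds plus 3 SD, set per campaign, cut at about 52% in these data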;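 also: 0% = DMSO treated cells and 100% = cells given Gossypol at 36 µM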
SRC3 inh: inhibits human SRC3 coactivator; Q9Y6Q9; HEK293 GAL4-SRC3 luciferase reporter, luminescence; inhibition, % at 3.6 µM; hit rate 0.17% among 360,000;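 active = inhibition above a per-campaign cutoff, the mean of all compounds plus 3 SD, cut at about 60% in these data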;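 also: 0% = DMSO-treated cells and 100% = gossypol-treated cells at 36 µM; higher means less SRC3-driven luciferase light from the GAL4 reporter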
MC4R antagonist: human MC4R antagonism in cAMP assay; inhibition, % at 6.5 µM; MC4R-expressing cells, MTII-stimulated cAMP, LANCE TR-FRET; hit rate 0.48% among 360,000; P32245;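 active = inhibition above its plate's cutoff, the mean of tested wells on that plate plus 3 SD, cut at about 29% in these data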;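 also: 0% = Melanotan II alone and 100% = Melanotan II plus saturating MCL0020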
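System – human MC4R-expressing U2OS cells · Also added – Melanotan II · Dosing – one concentration, 6.5 µM nominal · Timing – 30-min compound, 1-h challenge, 1-h detection, room temperature · Measured by – Eu-cAMP/anti-cAMP TR-FRET, emission 671 nm · Replicates – singlicate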
TLR9-MyD88 inh: TLR9-MyD88 interaction inhibition; hit rate 0.21% among 340,000; CHO BLA complementation TLR9-MyD88, CCF4 FRET ratio; inhibition, % at 4.98 µM; AID 504734;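 active = inhibition above the mean over all tested compounds plus 3 SD, cut at about 21% in these data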;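 also: 0% = DMSO only wells and 100% = clavulanate BLA inhibitor control wells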
COUP-TFII inh: inhibitors of human COUP-TFII (NR2F2); P24468; HEK293T NGFI-A luciferase reporter, luminescence; inhibition, % at 8.6 µM; hit rate 0.7% among 370,000;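 active = inhibition above a per-plate cutoff, mean inhibition of test wells between control levels plus 3 SD, cut at about 38% in these data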;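 also: cells cotransfected with COUP-TFII expression vector driving the NGFI-A reporter; 0% = median of COUP-TF2 test wells and 100% = reporter-only cells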
MC4R barr agon: agonists of human melanocortin 4 receptor (MC4R) beta-arrestin; P32245; U2OS MC4R beta-arrestin complementation, luminescence; percent of melanotan II response, DMSO zero; activation, % at 8.9 µM; hit rate 0.98% among 360,000; AID 540308;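 active = activation above a per-plate cutoff, the mean activation of sample wells on that plate plus 3 SD, cut at about 8% in these data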
Starred values were filed as active, the others as inactive; x = no result given. The list is partial; the hit share may differ from the screen's.

cpd	LRH-1 inv ag	ABHD5-PLIN5 inh	SRC1 inh	NOD2-RIPK2 inh	LMP1 NFkB inh	SRC2 inh	SRC3 inh	MC4R antagonist	TLR9-MyD88 inh	COUP-TFII inh	MC4R barr agon	SMILES
1	-63	-5	-19	10	x	-11	-35	9	x	-19	3.6	CCCc1ccc(C(O)c2ncc(-c3ccccc3F)[nH]2)cc1 (stereo unspecified)
2	5	3	-13	-5	-4	2	4	-2	-5	-12	-2.1	Cc1nc(SCC(=O)NCc2ccco2)nc(C)c1C
3	6	-4	11	-4	4	5	15	3	-5	-2	-1.4	O=C(CCc1ccncc1)N1CCCC(Nc2ccc(F)cc2)C1 (stereo unspecified)
4	-13	7	-12	9	14	0	-12	3	-8	10	-2.0	O=C(c1ccc(CNc2c(N3CCCC3)c(=O)c2=O)cc1)N1CCc2ccccc2C1
5	2	-1	-6	-5	-1	0	4	18	-7	-10	-4.4	CCCCc1ccc(NC(=O)NCc2cccnc2)cc1
6	-2	5	-17	3	5	16	9	11	8	-4	3.8	COc1cc(/C=N/Nc2nc(-c3ccc(S(=O)(=O)N(C)C)cc3)cs2)ccc1O
7	-11	2	-17	-4	-18	-12	9	4	2	-14	-0.3	CCOC(=O)CN1c2ccccc2NC(=O)CC1C (stereo unspecified)
8	-2	14	8	-17	-14	-49	-1	4	-4	-22	-0.4	COc1ccc(NC(=O)Cn2ncc(Cl)c(Cl)c2=O)cc1S(=O)(=O)N1CCOCC1
9	-10	1	-27	0	-7	-17	12	-4	-7	10	-2.5	CCC1CN(S(=O)(=O)c2cc(-c3cc(C)no3)ccc2OC)c2cc(C)ccc2O1 (stereo unspecified)
10	-67	-10	-41	-1	-18	8	-46	-4	-9	-5	38*	COc1cc(NC(=O)COc2ccccc2[N+](=O)[O-])ccc1NC(=O)c1cccs1
11	3	1	6	-7	3	-1	16	-4	11	3	-0.3	Cc1nnc(SCC(=O)NCCc2ccccc2)s1
12	-9	1	-14	-9	-5	3	15	9	-3	11	-2.6	O=C(COC(=O)CN1C(=O)COc2ccccc21)NCc1ccc(F)cc1
13	-9	-7	4	-3	1	12	-2	-6	3	18	0.2	CN=c1sc2ccccc2n1CC(O)COCc1ccco1 (stereo unspecified)
14	21	4	-12	-12	0	16	15	2	6	2	1.7	COC(=O)Cn1c(=NC(=O)c2cc(OC)c(OC)c(OC)c2)sc2cc(OC)ccc21
15	16	3	-9	-4	3	-24	10	-7	-8	-13	-0.5	CCOC(CNC(=O)c1cc2c(=O)n(CC)c3ccccc3c2s1)OCC
16	18	3	-3	0	0	-1	11	10	-7	-4	0.7	C=CCn1c(CCNC(=O)c2ccccc2F)nnc1SCC(=O)Nc1nc(C)cs1
17	-2	10	-33	7	-11	-4	-3	5	3	4	-0.1	O=C(COC(=O)c1ccc([N+](=O)[O-])cc1Cl)NC(=O)c1ccccc1
18	-133	-5	-101	1	25	-31	-58	14	-33	-20	-0.8	O=C(CSc1nnc(-c2ccccc2Cl)o1)Nc1ccccn1
19	2	2	16	8	-12	-6	19	0	1	1	4.9	Cc1ccc(NC(=O)c2ncn(CCCN[C@H](C)c3cccc4ccccc34)n2)cc1C
20	-3	-4	-15	8	4	-25	2	-4	-6	-16	-0.7	CCOC(=O)C1Oc2ccccc2C(c2ccc(OC)cc2)=C1C(=O)OC (stereo unspecified)
21	-3	2	-16	-3	-7	23	-47	2	2	3	0.7	CCOC(=O)C1CCN(C(=S)Nc2cccc(C)c2)CC1
22	7	13	1	-5	-4	-5	-22	-5	0	2	4.5	CC1CCN(C(=O)CCC(=O)Nc2nnc(C3CCCCC3)s2)CC1
23	-1	3	-10	-6	0	8	-2	0	-8	9	-2.8	O=c1cc(-c2ccccc2F)nc(-c2ccccc2F)o1
24	-15	-5	-7	-4	5	13	-9	-1	-2	-9	-1.4	Oc1ccc(C=NCCc2ccccc2)cc1
25	-4	-2	-3	0	11	0	23	2	-12	-2	2.0	CCCC1=NN2C(=N)/C(=C\c3cc(C)n(-c4cccc(C)c4)c3C)C(=O)N=C2S1
26	4	-8	-11	6	6	-48	-3	3	0	-4	-0.8	CSCCC(NC(=O)c1ccco1)C(=O)Nc1ccncc1 (stereo unspecified)
27	13	-8	5	1	18	-4	23	1	2	5	-0.1	COc1ccc(OC)c(C2=Nn3c(nnc3-c3cc(C)[nH]n3)SC2)c1
28	18	2	1	-3	-2	-28	8	8	0	0	-0.6	CC(C)[C@H](NC(=O)c1ccccc1)C(=O)OCC(=O)N1CCCCCC1
29	20	9	3	-1	29	-6	1	7	5	32	-1.1	O=C(/C=C/c1ccc(Cl)cc1Cl)Nc1ccc(CN2CCOCC2)cc1
30	-6	-22	-14	1	1	-28	-14	6	-3	-10	-2.3	C#CCCOC(=O)Nc1ccccc1

One compound at a time, from the list above. Order of values: LRH-1 inv ag | ABHD5-PLIN5 inh | SRC1 inh | NOD2-RIPK2 inh | LMP1 NFkB inh | SRC2 inh | SRC3 inh | MC4R antagonist | TLR9-MyD88 inh | COUP-TFII inh | MC4R barr agon
Shown for O=C(COC(=O)c1ccc([N+](=O)[O-])cc1Cl)NC(=O)c1ccccc1 : -2 | 10 | -33 | 7 | -11 | -4 | -3 | 5 | 3 | 4 | -0.1
Shown for Cc1ccc(NC(=O)c2ncn(CCCN[C@H](C)c3cccc4ccccc34)n2)cc1C : 2 | 2 | 16 | 8 | -12 | -6 | 19 | 0 | 1 | 1 | 4.9
Shown for O=C(CCc1ccncc1)N1CCCC(Nc2ccc(F)cc2)C1 (stereo unspecified) : 6 | -4 | 11 | -4 | 4 | 5 | 15 | 3 | -5 | -2 | -1.4
Shown for CCOC(CNC(=O)c1cc2c(=O)n(CC)c3ccccc3c2s1)OCC : 16 | 3 | -9 | -4 | 3 | -24 | 10 | -7 | -8 | -13 | -0.5
Shown for CCCC1=NN2C(=N)/C(=C\c3cc(C)n(-c4cccc(C)c4)c3C)C(=O)N=C2S1 : -4 | -2 | -3 | 0 | 11 | 0 | 23 | 2 | -12 | -2 | 2.0

Next structures:
cpd	LRH-1 inv ag	ABHD5-PLIN5 inh	SRC1 inh	NOD2-RIPK2 inh	LMP1 NFkB inh	SRC2 inh	SRC3 inh	MC4R antagonist	TLR9-MyD88 inh	COUP-TFII inh	MC4R barr agon	SMILES
31	18	4	4	-2	-2	13	6	-13	0	-16	-3.2	Cc1c(C=O)c2ccccn2c1C(=O)c1ccncc1
32	-9	-2	-10	0	-2	13	9	11	-5	14	6.0	Cc1ccc(C(C)NC(=S)NCc2ccc(F)cc2)c(C)c1 (stereo unspecified)
33	11	3	3	2	-8	-20	-3	1	2	-3	-1.5	COc1cccc(N2CCN(S(=O)(=O)c3cccc4nsnc34)CC2)c1
34	-3	-1	-2	-5	8	-23	5	25	-6	-15	-0.6	COC(=O)c1ccc(C(=O)OC)c(-n2c(=O)c3ccccc3c3ccccc3c2=O)c1
35	20	1	-46	9	0	-6	-2	18	4	-13	-1.7	CCOC(=O)c1cc(C(=O)OCC)c2cccc(C)n2c1=O
36	-141	-2	-87	-6	-1	-49	-69	-6	2	-13	-3.1	O=C(N/N=C/c1ccc(Br)s1)c1ccccn1
37	1	8	-12	-5	-5	-3	5	6	-2	8	0.3	O=C1CCSc2ccc(Cl)cc2N1Cc1cccc(Cl)c1
38	-11	-2	0	5	2	-9	-3	-1	8	0	3.1	CC(=O)Nc1ccc(NC(=O)c2ccc(-c3ccccc3Cl)o2)cc1
39	2	-1	5	-4	-6	0	6	2	-7	11	1.3	CN1CCN(CCCNCc2cn(CCC#N)c3ccccc23)CC1
40	-8	6	13	-8	-11	-8	23	7	-81	-3	2.0	CC(C)(C)c1ccc(S(=O)(=O)NCc2ccc(C(=O)N3CCOCC3)cc2)cc1
41	-12	2	2	2	9	6	-9	4	-4	14	-1.1	CN(C)S(=O)(=O)c1ccc(N2CCCC2)c(C(=O)NCC2CCCCC2)c1
42	5	-1	-9	0	3	17	8	-1	5	25	-0.1	Cc1nn(Cc2ccc(F)cc2)c(C)c1NC(=O)c1cc2ncc(Br)cn2n1
43	5	-1	-3	-2	10	18	9	6	0	-5	0.9	O=C(CC1SC(=O)N(Cc2cccc3ccccc23)C1=O)Nc1nccs1 (stereo unspecified)
44	25	0	-1	1	-4	-42	-2	-5	2	-5	-4.3	COc1cccc(-c2ccc3nnc(SCC(=O)N4CCOCC4)n3n2)c1
45	18	3	-4	-15	0	10	1	4	-3	3	-2.5	CCC(C)N(C(=O)COC(=O)c1ccc(=O)n(Cc2ccccc2)n1)C1CCS(=O)(=O)C1 (stereo unspecified)
46	-25	5	-13	0	-11	-12	-12	5	8	-7	-1.4	Cc1ccc(NC(=O)CCN2C(=O)c3cccc([N+](=O)[O-])c3C2=O)c(Br)c1
47	6	0	-15	5	-5	14	-11	8	7	3	-0.9	COc1ccccc1CNC(=O)COC(=O)c1ccc(C(=O)c2ccccc2)cc1
48	0	3	-7	-8	4	11	2	4	1	4	0.8	CCN(CC)S(=O)(=O)c1ccc(N2CC(C(=O)Nc3cccc(C(=O)NC4CC4)c3)CC2=O)cc1 (stereo unspecified)
49	2	-3	-11	2	-2	1	-23	21	-1	18	-0.1	COc1cc2cc(C(=O)N(C)C3CCS(=O)(=O)C3)[nH]c2cc1OC (stereo unspecified)
50	5	-1	-7	-8	81*	-17	-7	1	-15	16	2.0	COc1ccc2cc(C(=O)NC3CCCCC3)c(=O)oc2c1
51	-18	0	-40	0	-5	23	-17	6	2	-10	-1.6	Cc1cc2oc(=O)cc(CN3CCOCC3)c2cc1Cl
52	2	-2	-7	-10	7	-7	1	4	-3	1	-1.7	COc1ccc(NC(=O)CCC(=O)Nc2nnc(CC(C)C)s2)cc1Cl

An excerpt of these results, with each value named.
(13) CN=c1sc2ccccc2n1CC(O)COCc1ccco1 (stereo unspecified)
- LRH-1 inv ag: -9
- ABHD5-PLIN5 inh: -7
- SRC1 inh: 4
- NOD2-RIPK2 inh: -3
- LMP1 NFkB inh: 1
- SRC2 inh: 12
- SRC3 inh: -2
- MC4R antagonist: -6
- TLR9-MyD88 inh: 3
- COUP-TFII inh: 18
- MC4R barr agon: 0.2

(6) COc1cc(/C=N/Nc2nc(-c3ccc(S(=O)(=O)N(C)C)cc3)cs2)ccc1O
- LRH-1 inv ag: -2
- ABHD5-PLIN5 inh: 5
- SRC1 inh: -17
- NOD2-RIPK2 inh: 3
- LMP1 NFkB inh: 5
- SRC2 inh: 16
- SRC3 inh: 9
- MC4R antagonist: 11
- TLR9-MyD88 inh: 8
- COUP-TFII inh: -4
- MC4R barr agon: 3.8
